Shiga toxin inh – Shiga toxin inhibition; hit rate 9.2% among 290,000; Vero cells, Shiga toxin protein synthesis inhibition reporter; inhibition, % at 38.7 µM; AID 2315; in the data active = inhibition mostly above about 28%, no sharp cut-off; inactive = mostly below about 43%; note: 0% is about no effect
Sm TGR block – inhibitors of Schistosoma mansoni thioredoxin glutathione reductase; Q962Y6; purified TGR, DTNB reduction, TNB absorbance 405 nm; hit rate 3% among 360,000; Potency, µM (titrated, usually from 114 µM), for inactives: at the highest dose activity change, negative = inhibition, most hits filed as inhibitors; note: potency is the fitted concentration of half-maximal effect; % is set by controls: 0 for no effect and ±100 for the full control effect; nearly all actives have a fitted effect of over 60% in size
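TGR 20 nM + NADPH 100 uM (dispensed conc.), cpd preinc 15 min RT; start with NADPH (500 uM addition) then DTNB (15 mM addition). Kinetic TNB absorbance, 405 nm filter. Four-parameter Hill fit across titration.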
Pf growth 96h – P. falciparum growth inhibition at 96 hours | AID 504834 | P. falciparum luciferase reporter growth, 96 h | Potency, µM (doses to about 28.7 µM), without a hit: at the highest dose activity change, negative = inhibition, actives largely listed as inhibitors | hit rate 6.9% among 320,000; note: potency is the fitted concentration of half-maximal effect; % is set by controls: 0 for no effect and ±100 for the full control effect
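Plates of compound plus infected erythrocytes (2% hematocrit, 0.05% parasitemia final) incubate 96 hours, 37 C, 5% CO2. Detection reagent added; reduced luminescence from the parasites' luciferase reporter flags inhibition.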
Cycloheximide cs – affects cycloheximide protein synthesis inhibition readout, counter-screen; hit rate 12% among 300,000; max response, %; cell reporter, cycloheximide protein synthesis inhibition counterscreen; in the data active = max response mostly above about 13%, no sharp cut-off; inactive = mostly below about 14%; note: read at 38.3 µM for the half of the compounds with a filed dose; 0% is about no effect
FBPA Giardia inh – blocks Giardia fructose-bisphosphate aldolase activity | Potency, µM (titrated, usually from 59.6 µM), inactives show at the highest dose activity, negative = inhibition, usual class: inhibitors | hit rate 0.71% among 290,000 | A8B2U2 | purified Giardia FBPA; note: potency is the fitted concentration of half-maximal effect; % is set by controls: 0 for no effect and ±100 for the full control effect; nearly all actives have a fitted effect of over 55% in size
Target sequence (A8B2U2 whole entry, looked up): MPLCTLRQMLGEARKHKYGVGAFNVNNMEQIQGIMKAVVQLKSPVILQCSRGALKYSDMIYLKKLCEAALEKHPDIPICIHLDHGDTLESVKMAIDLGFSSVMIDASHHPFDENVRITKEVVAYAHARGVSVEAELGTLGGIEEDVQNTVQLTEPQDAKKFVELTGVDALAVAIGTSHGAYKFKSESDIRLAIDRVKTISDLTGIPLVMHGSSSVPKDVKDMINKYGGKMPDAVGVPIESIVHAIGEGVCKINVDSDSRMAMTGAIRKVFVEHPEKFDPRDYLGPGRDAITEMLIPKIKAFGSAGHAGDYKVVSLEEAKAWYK
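Giardia FBPA (40 nM reagent) was preincubated 10 min at RT with compound (up to 57.5 uM final), then substrate plus GAPDH/TPI/NAD/arsenate coupling system with diaphorase/resazurin was added; resorufin fluorescence (525/598 nm) was read after 20 min.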
Pf growth 48h – inhibits P. falciparum growth in the first generation, 48 h. P. falciparum luciferase growth in erythrocytes, 48 h. Potency, µM (highest dose often 28.7 µM), without a hit: at the highest dose activity change, negative = inhibition, usual class: inhibitors. hit rate 5.9% among 310,000; note: potency is the fitted concentration of half-maximal effect; % is set by controls: 0 for no effect and ±100 for the full control effect
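In quantitative HTS format, infected erythrocytes bearing luciferase-reporter parasites were treated for a single generation at 37 C. Luminescence after adding detection reagent served as the growth measure.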
The depositor's hits bear a star; ? = inconclusive; · = not tested or not shown; [ ] = another dose, or the depositor's remark. Unless noted, calls come from the whole dose curve; as a rule, active = well fitted curve in the direction sought with a large enough effect; inconclusive = small, poorly fitted or top-dose-only effect, or another doubt; inactive = no such curve, though single readings can be large; an effect the other way counts as inactive or inconclusive.

A first look (3 entries):
smiles	Shiga toxin inh	Sm TGR block	Pf growth 96h	Cycloheximide cs	FBPA Giardia inh	Pf growth 48h
CCNc1nc2c(c(=O)[nH]c(=O)n2C)n1Cc1ccc(F)cc1	29	-1%	-11%	3	2%	-1%
CCOc1ccc(NC(N)=O)cc1	1	-13%	·	-3	1%	4%
Cc1cc(C)n(CC(=O)NNC(=O)COc2ccc(Cl)cc2Cl)n1	·	-2%	?	·	·	-27%

The whole of this part, previewed entries included:
smiles	Shiga toxin inh	Sm TGR block	Pf growth 96h	Cycloheximide cs	FBPA Giardia inh	Pf growth 48h
CCNc1nc2c(c(=O)[nH]c(=O)n2C)n1Cc1ccc(F)cc1	29	-1%	-11%	3	2%	-1%
CCOc1ccc(NC(N)=O)cc1	1	-13%	·	-3	1%	4%
Cc1cc(C)n(CC(=O)NNC(=O)COc2ccc(Cl)cc2Cl)n1	·	-2%	?	·	·	-27%
O=[N+]([O-])c1cccc(CN2CCN(Cc3ccco3)CC2)c1	1	-24%	?	-3	?	-6%
CCN(c1ccccc1)S(=O)(=O)c1c(C)noc1C	·	-29%	8%	·	·	?
O=C(Nc1cccc(NC(=O)c2ccccc2Cl)c1)c1ccc([N+](=O)[O-])o1	28	?	5%	14	-14%	?
CC(C)CCn1c(NCCN(C)C)nc2c1c(=O)[nH]c(=O)n2C	33	2%	-1%	-4	10%	6%
Cc1ccc(S(=O)(=O)N2CCC(C(=O)N3CCC[C@H]3C(=O)NCC(C)C)CC2)cc1	27	-26%	0%	-4	·	?

Another view of part of the listing above.
Values run as follows: Shiga toxin inh	Sm TGR block	Pf growth 96h	Cycloheximide cs	FBPA Giardia inh	Pf growth 48h
Cc1cc(C)n(CC(=O)NNC(=O)COc2ccc(Cl)cc2Cl)n1
    ·	-2%	?	·	·	-27%
O=[N+]([O-])c1cccc(CN2CCN(Cc3ccco3)CC2)c1
    1	-24%	?	-3	?	-6%
CCN(c1ccccc1)S(=O)(=O)c1c(C)noc1C
    ·	-29%	8%	·	·	?
O=C(Nc1cccc(NC(=O)c2ccccc2Cl)c1)c1ccc([N+](=O)[O-])o1
    28	?	5%	14	-14%	?
CC(C)CCn1c(NCCN(C)C)nc2c1c(=O)[nH]c(=O)n2C
    33	2%	-1%	-4	10%	6%
Cc1ccc(S(=O)(=O)N2CCC(C(=O)N3CCC[C@H]3C(=O)NCC(C)C)CC2)cc1
    27	-26%	0%	-4	·	?

(more compounds)
smiles	Shiga toxin inh	Sm TGR block	Pf growth 96h	Cycloheximide cs	FBPA Giardia inh	Pf growth 48h
Cc1csc2nc(COC(=O)c3ccc(Cl)c([N+](=O)[O-])c3)cc(=O)n12	·	-6%	-10%	·	·	24%
CN(C)CCCN(C(=O)c1cc(-c2cccs2)nc2ccccc12)c1nc2ccc(F)cc2s1	-10	1%	2.1µM*	-1	·	3.3µM*
Clc1ccc(-c2nn3c(-c4ccccc4)nnc3s2)cc1	11	-3%	?	7	22%	44%[activator]
CC(=O)O[C@H]1CC[C@@]2(C)C(=CC[C@H]3[C@@H]4CC[C@H](C5(C)OCCO5)[C@@]4(C)CC[C@@H]32)C1	·	7%	?	·	·	-21%
O/N=C/c1cccnc1Sc1ccccc1	-10	-1%	23%	2	3%	22%
Cc1ccccc1C(=O)O/N=C(\N)c1cccc([N+](=O)[O-])c1	99*	11%	?	65*	-15%	-35%
O=C(NC[P+](=O)O)OCc1ccccc1	-20	-15%	·	-3	25%	13%
Cc1cc(C)n(C(C)CC(=O)N2CCc3ccccc32)n1 (stereo not drawn)	-4	0%	-18%	18	-7%	-1%
O=C(NC(=S)Nc1ccc(N2CCCCC2)c(Cl)c1)c1ccc2c(c1)OCCO2	-2	0%	?	-4	-5%	?
CCC(C)(C)C1CCc2[nH]nc(C(=O)O)c2C1 (stereo not drawn)	·	1%	60%[activator]	·	·	-15%
CC(C)COP(=O)(OCC(C)C)C(O)c1ccc(F)cc1 (stereo not drawn)	-10	8%	?	-3	4%	-4%
COc1ccc(OC)c(C2c3[nH]c4ccccc4c3C[C@H]3C(=O)N(CCCOC(C)C)CC(=O)N23)c1 (stereo partly drawn)	-10	-2%	12µM*	-3	0%	7.4µM*
O=C(NNC(=O)c1sc2ccccc2c1Cl)Nc1ccc(Cl)cc1	2	21%	6%	7	6%	7%
COC(=O)c1ccc2c(=O)n(Cc3ccco3)c(SCC(=O)Nc3ccc(C)c(Cl)c3)nc2c1	13	-17%	·	6	10%	?
N#Cc1ccc(Cn2cc(C=O)c3ccccc32)cc1	·	-25%	67%[activator]	-4	4%	-25%
COc1cc(OC)c(OC)cc1/C=N/n1c(COc2ccccc2)n[nH]c1=S	3	5%	-2%	-3	22%	2%
Cc1ccc(C)c(-n2cc(-c3ccc(Cl)cc3)nc2SCC(=O)NC2CCS(=O)(=O)C2)c1 (stereo not drawn)	-2	-3%	?	-1	1%	-29%
COc1cc2c(cc1OC)C(=O)CCS2	-16	-12%	·	-3	4%	25%
O=C(CN1C(=O)NC2(CCCC2)C1=O)NNC(=O)c1ccccc1	·	-1%	9%	·	·	9%
O=C(CCC1CCCC1)NCCS(=O)(=O)N1CCN(c2ccccc2)CC1	·	1%	4%	·	·	13%
CNc1ccc2oc(C[C@H]3O[C@@]4(CC[C@H]3C)O[C@H]([C@H](C)C(=O)c3ccc[nH]3)[C@H](C)C[C@H]4C)nc2c1C(=O)O	-3	-11%	0.41µM*	-5	?	0.93µM*
COc1cc(C(CC(=O)N2CCOCC2)c2c(OC)cc(OC)c3c(-c4ccccc4)cc(=O)oc23)cc(OC)c1OC (stereo not drawn)	5	·	·	15	3%	·
Cn1c(N2CCN(C(c3ccccc3)c3ccccc3)CC2)nc2c1c(=O)[nH]c(=O)n2C	-7	-3%	?	2	-5%	?
CC1CCc2c(sc3[nH]c(=S)n(C)c(=O)c23)C1 (stereo not drawn)	-5	4%	30%	8	20%	?
C=CCc1cccc2cc(C(=O)NC3CCCC3)c(=O)oc12	2	·	8%	1	-4%	17%
C/C(=N\NC(=O)c1nnn(-c2nonc2N)c1C(C)C)c1ccc2ccccc2c1	18	1%	63%[activator]	9	1%	39%[activator]
Cc1ccc2c(=O)c3cccc(CC(=O)O)c3oc2c1C	20	·	·	-5	27%	·
COc1ccc(C2=NS(=O)(=O)N(C)C(C(=O)NCc3ccc4c(c3)OCO4)=C2)cc1	13	-12%	?	5	-6%	?
CCOc1ccc(Cn2c(C)nc([N+](=O)[O-])c2SCC(O)CCl)cc1[N+](=O)[O-] (stereo not drawn)	-9	11%	·	-2	1%	10µM*
CC(C)=NNC(=O)C1=NNC(=O)C1	1	8%	18%	-2	-6%	?
COc1ccc(CC(=O)NC(C)c2nnc(SCC(=O)Nc3ccccc3)n2C)cc1 (stereo not drawn)	-10	2%	?	2	3%	-34%
CCOC(=O)c1cnc(SSc2ncc(C(=O)OCC)c(N)n2)nc1N	·	50µM*	?	-3	-16%	-9%
CC(C)C(NC(=O)c1ccco1)C(=O)OCC(=O)c1ccccc1 (stereo not drawn)	-2	2%	24%	-12	·	19%
COc1ccc(C(=O)c2ccccc2Cl)cc1	32	3%	·	1	4%	·
COCCNC(=O)c1ccc(C(=O)C(=O)c2ccccc2)cc1	10	-9%	52%[activator]	23	6%	-18%
COCCn1c(=N)c(S(=O)(=O)c2ccc(Br)cc2)cc2c(=O)n3ccccc3nc21	-11	-2%	?	21	·	?
Cc1cc(C(=O)Nc2ccc(CC(=O)O)cc2)c(C)o1	-6	-20%	15%	-6	-2%	-10%
CCc1ccc(OC(C)c2nnc(SCC(=O)Nc3ncccc3C)n2C)cc1 (stereo not drawn)	-3	-19%	-12%	0	5%	9%
O=C(NCc1cccs1)c1cccnc1Cl	8	6%	37%[activator]	-2	-1%	11%
CCCCCCNCc1ccc(Br)cc1	-18	-21%	45%[activator]	-5	-1%	21%
Cc1ccc(C(C(=O)NC2CCCCC2)N(C(=O)c2csnn2)c2ccccc2F)o1 (stereo not drawn)	-6	-4%	9%	-3	2%	?
CCCOc1ccc(OCCSc2ncccn2)cc1	81*	12%	25%	44*	0%	209%[activator]
N#Cc1ccc(Oc2ccc(/C=N/O)cn2)cc1	25	2%	-3%	7	0%	20%
COc1ccc(S(=O)(=O)Nc2ccccc2C(=O)N2CCCC2)cc1C	5	-14%	3%	-1	-10%	8%
COc1ccc(C(=O)NCCn2cc(SCC(=O)NCc3ccco3)c3ccccc32)cc1	-2	?	-4%	8	-4%	?
COc1ccc(CN(CC(=O)NCCc2ccccc2)C(=O)CCC(=O)Nc2cc(C)ccn2)cc1	-10	-6%	1%	-5	·	-21%
CCN(CC(=O)NCc1ccc(Cl)cc1)C(=O)c1oc2ccccc2c1C	50	4%	0%	3	-3%	-5%
Cc1cc(OCC(=O)Nc2ccc3oc(=O)ccc3c2)ccc1Cl	3	-1%	?	-8	3%	9%
O=C(CCl)NC1(C(F)(F)F)C(=O)Nc2c1c(=O)[nH]c(=O)n2-c1ccccc1 (stereo not drawn)	14	-9%	14%	-1	-20%	23%
COc1ccc2nc(N3CCCC(C(=O)NCCCN4C(C)CCCC4C)C3)sc2c1 (stereo not drawn)	40	-1%	21%	20*	3%	22%
Nc1ccc2nc(-c3ccc(Cl)cc3)[nH]c2c1	97*	-2%	?	62*	-22%	·
CCN(Cc1nc2cc(Cl)ccc2c(=O)[nH]1)C(=O)c1cccc(NC(=O)c2cccs2)c1	·	2%	40%[activator]	·	·	-15%
C=CCn1c(SCc2c(C)noc2C)nc2cc(C(=O)O)ccc2c1=O	-8	4%	·	-6	14%	-7%
O=C1CC(=O)N(CCc2ccccc2)C(=O)N1CCc1ccccc1	-8	-4%	23%	1	-1%	-4%
O=C(CSc1nccn1-c1cccc(Cl)c1)NO	-9	-7%	?	-4	-7%	0.74µM*
Cn1cc(C(=O)N2CCCCCC2)c(=O)c2cc(S(=O)(=O)N3CCCCC3)ccc21	-3	-7%	?	1	·	-1%

New compounds follow
smiles	Shiga toxin inh	Sm TGR block	Pf growth 96h	Cycloheximide cs	FBPA Giardia inh	Pf growth 48h
CCOCCCN(C(=O)c1snc(C(N)=O)c1N)C(C(=O)NC1CCCC1)c1ccc(F)cc1 (stereo not drawn)	18	1%	?	-11	8%	?
Cc1cc(C(=O)CSc2ccccc2)cc(C)c1O	71*	-35%	78%[activator]	61*	-7%	60%[activator]
Cc1ccc(C(=O)Nc2cccc(-c3ccc(N4CCOCC4)nn3)c2)cc1	·	-6%	0%	·	·	?
C/C(=N/NC(=O)OC(C)(C)C)c1ccco1	66*	-20%	53%[activator]	29*	-2%	92%[activator]
CCOc1ccc(NC(=O)CCC(=O)c2ccc(OC)cc2)cc1	-8	-21%	-4%	-2	4%	44%[activator]
CCOc1ccc(C(=O)OCCN(C)C)cc1	-8	2%	?	-3	2%	·

Source: PubChem (National Center for Advancing Translational Sciences (NCATS))
